# SMN2 splice enh – SMN2 splice variant enhancement. HEK293 SMN2-luciferase splicing reporter, luminescence, 30-36 h. Potency, µM (titrated, usually from 46.1 µM), without a hit: at the highest dose activity change, positive = activation, usual class: activators. 210,000 compounds, 2.8% hits. AID 1458; also: % of control where 0% means no effect; nearly all actives have a fitted effect of over 55% in size
#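 qHTS luciferase splicing reporter: luminescence rises when SMN2 exon 7 is included in transfected HEK293 cells. Compound exposure lasted 30-36 h at 37C, with 4.5 mM final sodium butyrate as control, followed by a ONE-Glo read.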
# LMNA splice mod – LMNA splicing modulation; Potency, µM (top dose mostly 46.1 µM), inactives show at the top dose ratio change, negative = inhibition, most hits filed as inhibitors; 200,000 compounds, 0.01% hits; HeLa LMNA splicing GFP/RFP minigene ratio, 48 h; active = well fitted inhibition curve with a large enough effect in the signal ratio, with a control signal flat, not every such curve was filed as active; inconclusive = small, poorly fitted or top-dose-only effect, or effect the other way, or a change in a side signal; the % refers to the signal ratio; also: % is scaled to controls: 0 for no effect and ±100 for the full control effect
#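 S3 HeLa stable clones carrying a lamin A-EGFP splicing minigene plus DsRed2 were seeded at 600 cells/well in Opti-MEM with 2% FBS, pin-dosed and incubated 48 h at 37°C. Acumen cytometry (488 nm) gave the GFP/RFP total-intensity ratio.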
# TRb SRC2 PPI – TRbeta-SRC2 interaction inhibition; 280,000 compounds, 0.065% hits; TRbeta-SRC2 peptide binding, fluorescence polarization; receptor liganded with 1 µM T3; Potency, µM (titrated, usually from 106 µM), for inactives: at the top dose activity change, negative = inhibition, hits mostly inhibitors; P10828;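 also: plate controls were bound peptide for no effect and peptide without receptor for full effect; nearly all actives have a fitted effect of over 50% in size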
#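 TRb LBD 0.6 uM + Texas Red SRC2 peptide 20 nM, 1 uM T3, Tris buffer w/ 5% DMSO; compound pinned, 5 h RT; FP read ex 555/em 632; normalized to unbound and bound controls.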
# GoLoco inh red – inhibitors of human Gai1-RGS12 GoLoco interaction (red fluorophore); Potency, µM (series often up to 61.6 µM), for the others: at the top dose activity, negative = inhibition, actives largely listed as inhibitors; Gai1:RGS12 GoLoco peptide FP, rhodamine, 10 min; AID 880; 230,000 compounds, 0.44% hits; active = well fitted inhibition curve with a large enough effect, not every such curve was filed as active; inactive = no such curve, though single readings can be large or run the other way; also: % is scaled to controls: 0 for no effect and ±100 for the full control effect; nearly all actives have a fitted effect of over 30% in size; many of its hits are not listed in these tables
# Target sequence (P63096 whole entry, looked up): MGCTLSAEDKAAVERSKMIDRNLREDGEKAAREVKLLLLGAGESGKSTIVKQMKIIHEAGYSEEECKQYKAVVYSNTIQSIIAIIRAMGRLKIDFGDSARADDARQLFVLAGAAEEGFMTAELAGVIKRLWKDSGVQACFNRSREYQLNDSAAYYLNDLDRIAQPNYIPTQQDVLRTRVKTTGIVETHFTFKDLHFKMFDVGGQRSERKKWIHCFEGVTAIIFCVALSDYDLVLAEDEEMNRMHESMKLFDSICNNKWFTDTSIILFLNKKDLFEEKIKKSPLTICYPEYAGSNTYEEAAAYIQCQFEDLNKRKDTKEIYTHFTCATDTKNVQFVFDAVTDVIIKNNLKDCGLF
# RECQ1 helicase – blocks DNA unwinding by human RECQ1. P46063. RECQ1 DNA unwinding, red fluorescence kinetic read. Potency, µM (top dose mostly 57.3 µM), for the others: top-dose activity, negative = inhibition, usual class: inhibitors. 240,000 compounds, 0.54% hits. AID 2549;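 also: plate controls were vehicle for no effect and no enzyme for full effect; nearly all actives have a fitted effect of over 30% in size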
#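 RECQ1T1 50 nM; forked duplex (20 bp + 30-nt ss tails) 200 nM, ATP 2 mM final; pH 8.0, 2 mM MgCl2, 2.5 ug/ml poly(dI-dC); 15 min compound preincubation; discontinuous kinetic read over 2 h at RT.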
# KDM4E inh – inhibitors of human JMJD2E histone demethylase; B2RXH2; 230,000 compounds, 1.6% hits; Potency, µM (top dose mostly 57.1 µM), without a hit: at the highest dose activity change, negative = inhibition, usual class: inhibitors; JMJD2E catalytic domain, FDH-coupled NADH fluorescence (FDH is formaldehyde dehydrogenase); active = well fitted inhibition curve with a large enough effect, not every such curve was filed as active; inconclusive = small, poorly fitted or top-dose-only effect, or another doubt; inactive = no such curve, though single readings can be large or run the other way;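 also: 0% = wells with enzyme and -100% = buffer wells without enzyme; nearly all actives have a fitted effect of over 50% in size; many of its hits are not listed in these tables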
# TR SRC2 fluor cs – counter-screen for TRb-SRC2 inhibitors: fluorescence interference. TRb/SRC2 Texas Red total fluorescence interference. Potency, µM (doses to about 106 µM), for inactives: at the top dose fluorescence change, negative = quenching. 280,000 compounds, 0.29% hits. AID 1479; active = well fitted curve in either direction with a large enough effect; inconclusive = small, poorly fitted or top-dose-only effect; also: % is scaled to controls: 0 for no effect and ±100 for the full control effect
#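 Flags fluorescent or light-absorbing compounds by total fluorescence, S + 2P, at 555 nm excitation and 632 nm emission. Mixture: 20 nM Texas Red SRC2 peptide, 0.6 uM human TRb LBD, 1 uM T3, 5% DMSO; compound exposure 5 h at ambient temperature.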
# ALDH1A1 block – blocks purified human ALDH1A1 activity; P00352; Purified ALDH1A1, NADH fluorescence, propionaldehyde substrate; Potency, µM (doses to about 75.3 µM), inactives show at the highest dose activity, negative = inhibition, actives largely listed as inhibitors; 220,000 compounds, 7.3% hits; active = well fitted inhibition curve with a large enough effect, not every such curve was filed as active; inconclusive = small, poorly fitted or top-dose-only effect, or another doubt; inactive = no such curve, though single readings can be large or run the other way;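 also: plate controls were no enzyme wells and a reference inhibitor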
# Target sequence (P00352 whole entry, looked up): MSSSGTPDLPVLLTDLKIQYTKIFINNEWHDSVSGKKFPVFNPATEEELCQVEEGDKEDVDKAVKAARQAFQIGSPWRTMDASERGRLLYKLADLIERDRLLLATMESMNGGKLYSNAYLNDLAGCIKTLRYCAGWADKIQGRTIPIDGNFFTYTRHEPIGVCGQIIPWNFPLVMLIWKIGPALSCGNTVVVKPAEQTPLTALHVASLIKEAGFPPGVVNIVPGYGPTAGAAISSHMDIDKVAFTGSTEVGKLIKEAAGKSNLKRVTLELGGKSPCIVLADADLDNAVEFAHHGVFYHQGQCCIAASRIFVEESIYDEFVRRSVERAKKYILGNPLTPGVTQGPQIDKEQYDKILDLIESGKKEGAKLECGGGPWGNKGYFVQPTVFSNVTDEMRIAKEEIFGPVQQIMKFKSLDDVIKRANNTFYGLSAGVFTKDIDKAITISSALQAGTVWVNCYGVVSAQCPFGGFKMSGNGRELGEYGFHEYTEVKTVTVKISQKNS
# Starred values were filed as active, the others as inactive; i = inactive; ? = inconclusive; / = no result given; & = joins results of further samples; [ ] = dose if it differs, or a comment. Unless noted, calls follow the shape of the dose curve; as a rule, active = well fitted curve in the direction sought with a large enough effect; inconclusive = small, poorly fitted or top-dose-only effect, or another doubt; inactive = no such curve, though single readings can be large; an effect the other way counts as inactive or inconclusive. Potency is read from the fitted curve at half-maximal effect. Not all compounds are listed; rates above refer to the full screens.
SMILES,SMN2 splice enh,LMNA splice mod,TRb SRC2 PPI,GoLoco inh red,RECQ1 helicase,KDM4E inh,TR SRC2 fluor cs,ALDH1A1 block
O=C(NCCN1CCCCC1)c1cc(OCC(F)(F)F)ccc1OCC(F)(F)F,-1%,4%,1%,1%,11%,-6%,1%,-1%
COc1ccc(C2C3=C(CC(C)(C)CC3=O)N(C)C3=C2C(=O)CC(C)(C)C3)cc1,-2%,-13%[46 µM],6%,-11%,-2%,?,-2%,?
COc1ccccc1CN1CC[C@@]2(CCCN(C(=O)c3c(C)noc3C)C2)C1,1%,/,/,2%,-4%,/,/,-4%
O=C(c1cccs1)N(C(=O)c1cccs1)c1ccccn1,19%,-6%,0%,1%,-2%,5%,2%,-1%
CSc1sc(C(=O)NC(=O)NCc2cccnc2)c(C)c1-c1ccon1,/,?,0%,-1%,-2%,?,0%,-1%
NC(CO)C12CC3CC(CC(C3)C1)C2 (configuration not stated),/,/,3%,-2%,7%,-1%,-2%,/
Cn1c(=NC(=O)C(C)(C)C)sc2cccc(F)c21,/,/,-1%,3%,-5%,7%,-1%,/
NS(=O)(=O)c1cnccc1Nc1ccc(Cl)c(Cl)c1,-8%,?,4%,-4%,-5%,-2%,-6%,-6%
O=C(O)C1CC(O)CN1c1nc(Cl)ccc1[N+](=O)[O-] (configuration not stated),-1%,?,1%,5%,i,2%,0%,1%
Cc1nn(-c2ccc(F)cc2)c(Cl)c1/C=C1\C(=O)Nc2ccccc21,-14%,11%,-5%,6%,1%,-1%,2%,9%
CCCCn1c(=O)n(C)c(=O)c2c(C(F)(F)F)cc(-c3ccncc3)nc21,21%,6%,-13%,-17%,-5%,?,-2%,?
COc1ncccc1-c1nnn(-c2ccc(Cl)nc2)n1,/,/,-1%,6%,0%,?,2%,?
O=C(O)c1ccccc1S(=O)(=O)c1ccccc1CO,7%,9%,8%,-1%,-10%,-3%,0%,-1%
COC(=O)c1cc(C(=O)Nc2ccc(Cl)cn2)cc([N+](=O)[O-])c1,-3%,11%[46 µM],2%,2%,?,6%,0%,1%
CCOc1ncccc1C(=O)OCC(=O)c1ccc(C)c(C)c1,?,/,-3%,-1%,-19%,1%,0%,?
Cc1nnc(SCC(=O)NC(C)(C)C)n1NCc1ccc(Cl)cc1,/,?,-1%[53 µM],8%,i,-10%,-2%[53 µM],8%
CCOC(=O)NC1=NCC(C)S1 (configuration not stated),/,/,4%,2%,-2%,4%,-4%,/
CC(C)(C)c1ccc(S(=O)(=O)N2CCN(CCC#N)CC2)cc1,-9%,?,3%,0%,-3%,0%,-3%,?
c1ccc(Cn2cc(CN3CCCO3)c(-c3ccc4c(c3)OCO4)n2)cc1,/,/,-5%,4%,-9%,-4%,-2%,?
CC(C)NC(=O)CN1CCC(O)(c2ccccc2)CC1,-3%,1%,0%,10%,i,4%,-5%,4%

# Record cards (already shown).
# COC(=O)c1cc(C(=O)Nc2ccc(Cl)cn2)cc([N+](=O)[O-])c1 as listed: SMN2 splice enh: -3%; LMNA splice mod: 11%[46 µM]; TRb SRC2 PPI: 2%; GoLoco inh red: 2%; RECQ1 helicase: ?; KDM4E inh: 6%; TR SRC2 fluor cs: 0%; ALDH1A1 block: 1%
# O=C(O)C1CC(O)CN1c1nc(Cl)ccc1[N+](=O)[O-] (configuration not stated) as listed: SMN2 splice enh: -1%; LMNA splice mod: ?; TRb SRC2 PPI: 1%; GoLoco inh red: 5%; RECQ1 helicase: i; KDM4E inh: 2%; TR SRC2 fluor cs: 0%; ALDH1A1 block: 1%

# Continued:
SMILES,SMN2 splice enh,LMNA splice mod,TRb SRC2 PPI,GoLoco inh red,RECQ1 helicase,KDM4E inh,TR SRC2 fluor cs,ALDH1A1 block
CCOc1cc2[nH]c(=O)n(CCCC(=O)N(C)Cc3ccccc3)c(=O)c2cc1OCC,-5%,6%[46 µM],-9%,-7%,-6%,?,-2%,3%
O=C(O)CC/C(=N/Nc1ccc([N+](=O)[O-])cc1)C(=O)O,/,/,-4%,-1%,-1%,-9%,-4%,/
CN(C)CCNC(=O)C(C(=O)c1ccc(F)cc1)n1ccccc1=O (configuration not stated),1%,3%,-9%,2%,4%,2%,2%,7%
CCOC(=O)c1[nH]c(C)c(C(=O)c2cc(F)ccc2F)c1C,11%,?,4%,0%,-13%,6%,-2%,-9%
Cc1ccnc(SCC(=O)c2ccc([N+](=O)[O-])cc2)n1,6%,-1%,-11%,-1%,0%,-9%,0%,?
O=C(NCC(c1ccco1)N1CCN(c2ccc(F)cc2)CC1)OCc1ccccc1 (configuration not stated),-32%[inhibitor],?,11%,2%,-10%,3%,1%,5%
CCOc1cc2c(cc1OC)C(c1cccc([N+](=O)[O-])c1)NCC2 (configuration not stated),-15%,/,1%,-10%,i,9%,1%,5%
COC(=O)[C@@H]1C[C@@]2(O)[C@H](O)[C@H](O)[C@H](O)C[C@H]2N1C/C=C/c1ccccc1,-3%,/,7%&-2%,2%&1%,-1%&-9%,-8%&-2%,-2%&0%,2%
CC(=O)C1=C(O)CC(c2ccccc2)CC1=NCCc1ccccc1 (configuration not stated),9%,/,1%,7%,-19%,-4%,0%,1%
O=C(O)CCC(=O)N1CN2CN(C(=O)CCC(=O)O)CC([N+](=O)[O-])(C2)C1,/,/,-5%,-2%,-3%,-1%,1%,0%

# Twelve of these compounds in another layout:
Compound	SMN2 splice enh	LMNA splice mod	TRb SRC2 PPI	GoLoco inh red	RECQ1 helicase	KDM4E inh	TR SRC2 fluor cs	ALDH1A1 block
c1ccc(Cn2cc(CN3CCCO3)c(-c3ccc4c(c3)OCO4)n2)cc1	/	/	-5%	4%	-9%	-4%	-2%	?
CC(C)NC(=O)CN1CCC(O)(c2ccccc2)CC1	-3%	1%	0%	10%	i	4%	-5%	4%
CCOc1cc2[nH]c(=O)n(CCCC(=O)N(C)Cc3ccccc3)c(=O)c2cc1OCC	-5%	6%[46 µM]	-9%	-7%	-6%	?	-2%	3%
O=C(O)CC/C(=N/Nc1ccc([N+](=O)[O-])cc1)C(=O)O	/	/	-4%	-1%	-1%	-9%	-4%	/
CN(C)CCNC(=O)C(C(=O)c1ccc(F)cc1)n1ccccc1=O (configuration not stated)	1%	3%	-9%	2%	4%	2%	2%	7%
CCOC(=O)c1[nH]c(C)c(C(=O)c2cc(F)ccc2F)c1C	11%	?	4%	0%	-13%	6%	-2%	-9%
Cc1ccnc(SCC(=O)c2ccc([N+](=O)[O-])cc2)n1	6%	-1%	-11%	-1%	0%	-9%	0%	?
O=C(NCC(c1ccco1)N1CCN(c2ccc(F)cc2)CC1)OCc1ccccc1 (configuration not stated)	-32%[inhibitor]	?	11%	2%	-10%	3%	1%	5%
CCOc1cc2c(cc1OC)C(c1cccc([N+](=O)[O-])c1)NCC2 (configuration not stated)	-15%	/	1%	-10%	i	9%	1%	5%
COC(=O)[C@@H]1C[C@@]2(O)[C@H](O)[C@H](O)[C@H](O)C[C@H]2N1C/C=C/c1ccccc1	-3%	/	7%&-2%	2%&1%	-1%&-9%	-8%&-2%	-2%&0%	2%
CC(=O)C1=C(O)CC(c2ccccc2)CC1=NCCc1ccccc1 (configuration not stated)	9%	/	1%	7%	-19%	-4%	0%	1%
O=C(O)CCC(=O)N1CN2CN(C(=O)CCC(=O)O)CC([N+](=O)[O-])(C2)C1	/	/	-5%	-2%	-3%	-1%	1%	0%

# (continued)
SMILES,SMN2 splice enh,LMNA splice mod,TRb SRC2 PPI,GoLoco inh red,RECQ1 helicase,KDM4E inh,TR SRC2 fluor cs,ALDH1A1 block
CC(C)C(NS(=O)(=O)c1cccc2nsnc12)C(=O)NCCC1=CCCCC1 (configuration not stated),-19%,-1%,-3%,6%,-6%,5%,-2%,2%
O=C(Cn1cncn1)c1ccc(F)cc1F,/,8%,2%,14%,-6%,-2%,1%,0%
COc1ccc(Nc2ncnc3ccccc23)cc1,11µM*,-3%,3%,6%,-6%,6%,1%,14%
Cc1ccc(-c2nc(N)c3c(-c4ccc(C)cc4)nn(C(C)(C)C)c3n2)cc1,-6%,-12%,8%,0%,-3%,4%,2%,1%
CCOC(=O)c1c(C)[nH]c(N=Nc2ccccc2C)c1C,19%,-6%,11%,-4%,1%,0%,0%,-1%
O=C(O)C1C2CC3C(OC(=O)C31)C2Cl (configuration not stated),5%,-1%,-2%,5%,-5%,-3%,4%,8%
Cc1ccc(-c2csc3ncnc(Sc4nnc(CN5CCCCCC5=O)o4)c23)cc1,-81%[inhibitor],?,-3%,3%,-19%,-8%,-2%,7.9µM*
CCc1nc2c(cnn2-c2ccc(Cl)cc2)c(=O)n1-c1ccc2c(c1)OCCO2,-11%,8%,5%,-10%,-13%,-5%,1%,-3%
Cc1nc(NC(=O)CSc2nnnn2C)sc1C,11µM*,-5%,-24%,0%,3%,-2%,1%,6%
Cc1cccc(-n2cnc(C(=O)N/N=C\c3ccc(Br)cc3)c2)n1,-17%,13%,-13%,4%,-8%,1%,1%,8%
CCOC(=O)c1ccc(NC(=O)N2CCN(c3cccc(OC)c3)CC2)cc1,-11%,9%[46 µM],-3%,7%,i,-12%,-2%,?
Cc1ccc(C(C)C)c(OCC(O)CN2CC(C)OC(C)C2)c1 (configuration not stated),-13%,0%,4%,6%,-6%,3%,0%,16%
CCN(CC)C(=O)c1sc(NC(=O)C(Sc2ccccc2)c2ccccc2)c(C(=O)OC(C)C)c1C (configuration not stated),-1%,-1%,-3%,13%,-3%,-7%,-1%,-15%
O=C(COC(=O)c1ccccc1SCC(=O)NC1CCCCC1)NC1CCCCC1,2%,0%,2%,0%,2%,-145%,-1%,-1%
CC1CCN(c2ccccc2N)CC1,20%,-5%,6%,3%,0%,-2%,0%,-12%
CC1(C)Cc2c(sc(NC(=O)c3ccco3)c2C#N)CO1,?,7%,-4%,-1%,-4%,4%,-2%,?
